Source: PubChem BioAssay
NR3A LBD binder = binders of NR3A ligand-binding domain, primary screen, biophysical, differential scanning fluorimetry, uHTS | hit rate 2.5% among 340,000 | NR3A LBD differential scanning fluorimetry, Tm shift; 0% = protein alone, 100% = glycine-bound protein | Glutamate receptor ionotropic, NMDA 3A (GRIN3A) ligand-binding domain | Tm shift relative to glycine control, % at 25 µM;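 active means melting temperature shift of at least 10% of the positive control shift, at one fixed dose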
A3G deaminase = APOBEC3G DNA deaminase inhibitors, primary screen, biochemical, fluorescence, single-stranded DNA substrate, uHTS | DNA dC->dU-editing enzyme APOBEC-3G (Homo sapiens), Q9HC16 | recombinant A3G, ssDNA deamination FAM/TAMRA fluorescence | inhibition, % at 20 µM | hit rate 0.28% among 330,000;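 active means inhibition of at least 40% at 20 µM, with no more than 30% in the related APOBEC3A deaminase screen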;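 further: plate controls were DMSO wells with A3G for no effect and wells lacking A3G enzyme for full effect; some compounds called inactive have numbers as strong as hits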
Target sequence (Q9HC16 whole entry, looked up): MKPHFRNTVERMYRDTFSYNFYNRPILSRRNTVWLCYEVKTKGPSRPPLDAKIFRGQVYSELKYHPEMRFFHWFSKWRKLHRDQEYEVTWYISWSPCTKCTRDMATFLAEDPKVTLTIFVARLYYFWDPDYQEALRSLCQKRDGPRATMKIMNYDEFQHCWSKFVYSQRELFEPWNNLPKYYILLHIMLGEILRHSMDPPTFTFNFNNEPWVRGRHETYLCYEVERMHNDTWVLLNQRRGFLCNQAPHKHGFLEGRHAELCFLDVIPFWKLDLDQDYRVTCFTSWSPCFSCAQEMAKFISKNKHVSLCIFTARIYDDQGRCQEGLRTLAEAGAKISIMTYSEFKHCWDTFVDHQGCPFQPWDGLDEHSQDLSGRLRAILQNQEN
hIAP act = human IAP activators, primary screen, biochemical, luminescence, uHTS; activation factor at 10 µM; purified human IAP, CDP-Star luminescence, 30 min; stronger effect = higher value; 1 = vehicle-only enzyme, 0 = enzyme-free background; hit rate 0.16% among 330,000;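 active means activation factor of the enzyme at least 2-fold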; further: the source names both 10 and 20 µM as test concentration; values of inactives mirror those of a sister screen read the other way
A3A deaminase = APOBEC3A ssDNA deaminase inhibitors, primary screen, selectivity assay for APOBEC3G inhibitor project, biochemical, FAM/TAMRA oligo cleavage fluorescence | recombinant A3A, FAM/TAMRA ssDNA deamination fluorescence | inhibition, % at 20 µM | hit rate 0.41% among 330,000;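 active means at least 40% inhibition at 20 µM here, with at most 30% in a related deaminase screen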;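 further: plate controls were A3A with DMSO for no effect and wells lacking A3A enzyme for full effect; some results filed as inactive read as strong as hits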
Target sequence (P31941 whole entry, looked up): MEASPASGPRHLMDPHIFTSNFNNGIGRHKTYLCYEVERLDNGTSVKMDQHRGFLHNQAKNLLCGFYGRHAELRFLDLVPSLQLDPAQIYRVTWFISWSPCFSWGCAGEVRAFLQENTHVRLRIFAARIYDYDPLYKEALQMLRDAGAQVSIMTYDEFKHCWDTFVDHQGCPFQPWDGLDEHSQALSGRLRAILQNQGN
mIAP activ = activators of mouse IAP, primary screen, biochemical, luminescence, uHTS; hit rate 0.24% among 330,000; activation factor at 10 µM; muIAP, CDP-Star luminescence, 30 min; stronger effect = higher value; 1 = vehicle-only enzyme signal, 0 = enzyme-free wells; intestinal alkaline phosphatase [Mus musculus];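 active means activation factor of at least 2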; further: the source names both 10 and 20 µM as test concentration; values of inactives mirror those of a sister screen read the other way
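Assay system: mouse IAP enzyme; Reagent: CDP-Star chemiluminescent phosphatase substrate; Compound: DMSO-dissolved test compounds; Incubation: 30 min, room temperature; Technique: luminescence from enzymatic CDP-Star hydrolysis; Controls: DMSO-only wells and no-enzyme negative control.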
hIAP inh = human IAP inhibitors, primary screen, biochemical, luminescence, uHTS. Intestinal-type alkaline phosphatase (Homo sapiens), P09923. purified IAP, CDP-Star luminescence, 30 min. inhibition, % at 10 µM. hit rate 0.12% among 330,000;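 active means inhibition reaching a set limit with compound at 10 µM in the primary screen, cut at about 35% in these data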;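 further: plate controls were DMSO wells with enzyme for no effect and no-enzyme buffer wells for full effect; values of inactives mirror those of a sister screen read the other way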
MPTP inh = mitochondrial permeability transition pore inhibitors, primary screen, biochemical, isolated mouse mitochondria, absorbance | Ca2+ swelling absorbance, 30 min | inhibition, % at 10 µM | hit rate 1.4% among 360,000 | AID 602449, 2012;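 active means inhibition of 50% or more, scaled per plate between neutral and stimulator controls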;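 further: 0% = DMSO wells given calcium and 100% = 1 mM EGTA wells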
beta cell repl = inducers of MIN6 beta-cell proliferation, primary screen, ATP luminescence, uHTS; MIN6 cells proliferation, ATPlite luminescence, 48 h; cells starved in 0.2% serum; 100% = growth in 10% serum; proliferation, % at 10 µM; hit rate 0.29% among 330,000; AID 2380, 2010;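 active means compounds whose signal lies at least 3.5 SD above the mean of all wells on their plate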;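 further: 0% = DMSO-treated cells in low-serum medium and 100% = 10% serum control; some compounds called inactive have numbers as strong as hits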
mIAP block = inhibitors of mouse IAP, primary screen, biochemical, luminescence, uHTS; intestinal alkaline phosphatase [Mus musculus]; purified mouse IAP, CDP-Star luminescence, 30 min; inhibition, % at 10 µM; hit rate 0.2% among 330,000; AID 2806, 2010;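 active means inhibition of at least 40% at 10 µM in the primary screen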;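 further: plate controls were DMSO with enzyme for no effect and no enzyme wells for full effect; values of inactives mirror those of a sister screen read the other way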
Numbers without * were called inactive.

1. CC(C)N(C(=O)COC(=O)[C@@H]1CC(O)CN1S(=O)(=O)c1ccccc1[N+](=O)[O-])C(C)C (stereo not given in full)
2. Cc1cc(NC(=O)Cn2ccsc2=N)c([N+](=O)[O-])cc1C
3. CCCn1c(CNS(=O)(=O)c2ccc(C)cc2)nc2ccccc21
4. CCc1ccc(N2C(=O)CC(N(CC3CCCO3)C(=O)/C=C/C(=O)O)C2=O)cc1 (stereo not given)
5. Cc1c(-c2ccccc2)cnc2c(C)cccc12
assay / compound | 1 | 2 | 3 | 4 | 5
NR3A LBD binder | 0 | 0 | 1 | -1 | 1
A3G deaminase | -11 | 8 | -2 | 7 | -7
hIAP act | 0.87 | 1.1 | 1.2 | 0.99 | 0.82
A3A deaminase | -1 | 39 | 2 | 27 | -2
mIAP activ | 0.95 | 1.1 | 1.1 | 1 | 1
hIAP inh | 13 | -8 | -19 | 1 | 18
MPTP inh | 9.1 | -2.3 | -0.4 | 0.2 | 2.2
beta cell repl | 0 | -4 | -1 | 0 | -2
mIAP block | 5 | -11 | -10 | -3 | -3

Part of the list above with just hIAP inh and A3G deaminase:
nr | molecule | hIAP inh | A3G deaminase
5 | Cc1c(-c2ccccc2)cnc2c(C)cccc12 | 18 | -7
4 | CCc1ccc(N2C(=O)CC(N(CC3CCCO3)C(=O)/C=C/C(=O)O)C2=O)cc1 (stereo not given) | 1 | 7

Further results follow.
6. CCCCC(=O)Nc1nc(C)c(C(C)=O)s1
7. COCCN1C(=O)c2cc(C(=O)Nc3ccc(C)c(F)c3)ccc2C1Nc1ccc(C)c(F)c1 (stereo not given)
8. O=C(CCNc1n[nH]c(=O)[nH]c1=O)N1CCOCC1
9. Cc1cc(Cl)c(S(=O)(=O)NC2CCCC2)cc1OCC(N)=O
10. COc1ccccc1C(=O)NCC(c1cccnc1)N(C)C (stereo not given)
assay / compound | 6 | 7 | 8 | 9 | 10
NR3A LBD binder | 0 | 2 | 0 | 1 | -6
A3G deaminase | -5 | -7 | -1 | -4 | 3
hIAP act | 1 | 0.97 | 1 | 1.3 | 0.89
A3A deaminase | -3 | -7 | 1 | -6 | 1
mIAP activ | 0.99 | 1 | 0.77 | 0.97 | 0.96
hIAP inh | 0 | 3 | -2 | -26 | 11
MPTP inh | -0.5 | -1.3 | 1.1 | 0.8 | -0.7
beta cell repl | -2 | -4 | -1 | 0 | 1
mIAP block | 1 | -1 | 23 | 2 | 4

11. COc1cc(CCC(=O)NCc2ccc(Cl)cc2)cc(OC)c1OC
12. Cc1ccc(-c2nnn(CC(=O)N(CC(=O)NCC3CCCO3)c3ccc(F)c(Cl)c3)n2)o1 (stereo not given)
13. Cc1ccc(-n2c(Cc3cccs3)nnc2SCC(=O)Nc2ccc(S(N)(=O)=O)cc2)cc1
14. CN(C(=O)COC(=O)c1cc(S(=O)(=O)N2CCCCC2)ccc1N1CCOCC1)C1CCS(=O)(=O)C1 (stereo not given)
15. O=C(Nc1nncs1)c1ccc(Br)c(S(=O)(=O)N2CCCC2)c1
assay / compound | 11 | 12 | 13 | 14 | 15
NR3A LBD binder | 0 | 1 | -1 | -1 | 1
A3G deaminase | 1 | -8 | -4 | -6 | -6
hIAP act | 1.1 | 1.2 | 1 | 0.98 | 1.2
A3A deaminase | 0 | -3 | 0 | -1 | -5
mIAP activ | 1 | 1 | 0.99 | 1.1 | 1
hIAP inh | -12 | -16 | -3 | 2 | -25
MPTP inh | -1.0 | -0.7 | -0.5 | -2.4 | 0.2
beta cell repl | -4 | -1 | -2 | 1 | 2
mIAP block | 0 | -3 | 1 | -7 | 0

A second format for part of the listing above.
| cpd | SMILES | NR3A LBD binder | A3G deaminase | hIAP act | A3A deaminase | mIAP activ | hIAP inh | MPTP inh | beta cell repl | mIAP block |
| --- | --- | --- | --- | --- | --- | --- | --- | --- | --- | --- |
| 11 | COc1cc(CCC(=O)NCc2ccc(Cl)cc2)cc(OC)c1OC | 0 | 1 | 1.1 | 0 | 1 | -12 | -1.0 | -4 | 0 |
| 12 | Cc1ccc(-c2nnn(CC(=O)N(CC(=O)NCC3CCCO3)c3ccc(F)c(Cl)c3)n2)o1 (stereo not given) | 1 | -8 | 1.2 | -3 | 1 | -16 | -0.7 | -1 | -3 |
| 13 | Cc1ccc(-n2c(Cc3cccs3)nnc2SCC(=O)Nc2ccc(S(N)(=O)=O)cc2)cc1 | -1 | -4 | 1 | 0 | 0.99 | -3 | -0.5 | -2 | 1 |

Later entries.
16. CC1CCCCC12NC(=O)N(CC(=O)NCc1ccccc1)C2=O (stereo not given)
17. CCOC(=O)c1sc2nc(C)nc(N3CCN(c4ncccn4)CC3)c2c1C
18. CCn1c(SCC(=O)Nc2nc3ccccc3s2)nnc1-c1ccc(OC)cc1
19. COc1ccc2cc(C#N)c(NC(C)C)nc2c1
20. O=C(CCN1C(=O)c2ccncc2C1=O)Nc1ccc(F)cc1
assay / compound | 16 | 17 | 18 | 19 | 20
NR3A LBD binder | 3 | 0 | 1 | 3 | 1
A3G deaminase | -6 | -4 | 3 | -3 | -5
hIAP act | 0.94 | 0.98 | 0.98 | 1.1 | 1.1
A3A deaminase | -3 | 2 | -3 | 0 | 0
mIAP activ | 1 | 0.91 | 0.96 | 1.1 | 0.97
hIAP inh | 6 | 2 | 2 | -7 | -12
MPTP inh | 1.0 | 0.7 | -0.2 | -0.3 | -0.9
beta cell repl | -3 | -1 | -3 | -1 | -3
mIAP block | 0 | 9 | 4 | -8 | 3

In the list so far, three contain fluorine:
7. COCCN1C(=O)c2cc(C(=O)Nc3ccc(C)c(F)c3)ccc2C1Nc1ccc(C)c(F)c1 (stereo not given)
12. Cc1ccc(-c2nnn(CC(=O)N(CC(=O)NCC3CCCO3)c3ccc(F)c(Cl)c3)n2)o1 (stereo not given)
20. O=C(CCN1C(=O)c2ccncc2C1=O)Nc1ccc(F)cc1
assay / compound | 7 | 12 | 20
NR3A LBD binder | 2 | 1 | 1
A3G deaminase | -7 | -8 | -5
hIAP act | 0.97 | 1.2 | 1.1
A3A deaminase | -7 | -3 | 0
mIAP activ | 1 | 1 | 0.97
hIAP inh | 3 | -16 | -12
MPTP inh | -1.3 | -0.7 | -0.9
beta cell repl | -4 | -1 | -3
mIAP block | -1 | -3 | 3

Later entries
21. CCCC12CN3CC(CCC)(CN(C1)C3C(O)C(O)C(O)CO)C2=O (stereo not given)
22. CCOc1ccccc1CNCC1CCCO1 (stereo not given)
23. Cc1ccc(C)c(Cn2nnc3c(=O)[nH]c(C4CCN(C(=O)c5ccco5)CC4)nc32)c1
24. Cc1ccccc1CNC(=O)c1ccccc1SCC(=O)NCc1ccco1
25. CCN(CC)C(=O)C1CCCN(C(=O)CCn2nnnc2CN2CCOCC2)C1 (stereo not given)
26. C=CCOC(=O)C1=C(C)Nc2nnnn2C1c1ccc(OC)cc1OC (stereo not given)
27. CCOC(=O)N1CCN(S(=O)(=O)c2ccc(OCC)c3ccccc23)CC1
28. O=C(COC(=O)c1cccc(S(=O)(=O)N2CCN(c3ccccc3)CC2)c1)NCc1ccco1
assay / compound | 21 | 22 | 23 | 24 | 25 | 26 | 27 | 28
NR3A LBD binder | 1 | 1 | 1 | 0 | 2 | -2 | 0 | 0
A3G deaminase | -5 | 1 | -2 | -6 | -10 | -7 | -2 | 1
hIAP act | 0.95 | 1.1 | 1 | 0.84 | 0.98 | 0.8 | 1.1 | 1.1
A3A deaminase | -1 | -3 | 2 | -3 | -4 | -2 | -1 | 18
mIAP activ | 1 | 0.99 | 0.95 | 0.96 | 1.1 | 1 | 1.1 | 0.98
hIAP inh | 5 | -10 | 0 | 16 | 2 | 20 | -12 | -14
MPTP inh | 2.7 | -0.9 | -0.8 | -0.9 | 1.2 | -1.5 | 2.4 | -1.0
beta cell repl | -3 | -4 | 0 | -3 | -3 | 2 | -1 | -1
mIAP block | -2 | 1 | 5 | 4 | -8 | 0 | -7 | 2
